# B2AR arrestin: recruits beta-arrestin to the human beta2-adrenergic receptor; P07550; beta-arrestin recruitment to beta2AR, cell-based reporter; Potency, µM (top dose mostly 46.1 µM), without a hit: at the highest dose activation, usual class: activators; 330,000 tested, 0.02% active; AID 492947;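 also: potency is read from the fitted curve at half-maximal effect; 0% = DMSO controls and full agonism = EC100 isoproterenol or metaproterenol; nearly all actives have a fitted effect of over 65% in size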
# ELG1 repair inh: blocks ELG1-dependent DNA repair in HEK293T cells. AID 504467. HEK293T ELG1-luciferase reporter, luminescence, 16 h; DNA damage induced by 5-fluorouridine. 330,000 tested, 2.3% active. Potency, µM (titrated, usually from 46.1 µM), inactives show top-dose activity change, negative = inhibition, usual class: inhibitors; also: potency is read from the fitted curve at half-maximal effect; % is scaled to controls: 0 for no effect and ±100 for the full control effect; nearly all actives have a fitted effect of over 55% in size
#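 Step one: seed 2,000 cells per well. Step two: pin-transfer compound or DMSO alongside 5-fluorouridine. Step three: incubate 16 hr, 37 °C, 5% CO2. Step four: add ONE-Glo, wait 30 min, read luminescence.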
# Eya2 inh: inhibitors of human Eya2 phosphatase activity; recombinant Eya2, OMFP fluorescence dephosphorylation (OMFP is methylfluorescein phosphate); Potency, µM (doses to about 76.9 µM), inactives show top-dose activity, negative = inhibition, usual class: inhibitors; 330,000 tested, 0.006% active; AID 488837; also: potency is read from the fitted curve at half-maximal effect; % is scaled to controls: 0 for no effect and ±100 for the full control effect
# Target sequence (O00167 whole entry, looked up): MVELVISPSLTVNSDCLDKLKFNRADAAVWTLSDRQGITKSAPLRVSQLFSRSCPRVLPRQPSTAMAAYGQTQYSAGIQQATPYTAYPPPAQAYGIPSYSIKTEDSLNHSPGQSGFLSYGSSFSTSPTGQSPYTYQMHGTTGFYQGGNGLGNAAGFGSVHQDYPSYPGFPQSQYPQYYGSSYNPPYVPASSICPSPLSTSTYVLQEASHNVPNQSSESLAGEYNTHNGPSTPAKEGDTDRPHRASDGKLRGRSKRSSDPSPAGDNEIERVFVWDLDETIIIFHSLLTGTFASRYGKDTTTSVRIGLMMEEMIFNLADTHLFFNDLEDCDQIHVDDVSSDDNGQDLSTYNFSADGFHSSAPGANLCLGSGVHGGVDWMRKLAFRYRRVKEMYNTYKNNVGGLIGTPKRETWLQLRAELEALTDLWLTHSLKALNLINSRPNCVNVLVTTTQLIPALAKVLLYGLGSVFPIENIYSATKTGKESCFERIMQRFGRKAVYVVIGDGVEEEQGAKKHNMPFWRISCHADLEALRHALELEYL
#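 Eya2 protein (added as 0.2 uM solution) was preincubated with compound for 10 min at ambient temperature in 50 mM HEPES pH 7.5, 50 mM NaCl, 5 uM MgCl2, 0.05% BSA, 1 mM DTT. OMFP (added at 50 uM) then reacted 10 min; fluorescence read at 485/525 nm.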
# Tb PFK inh: blocks T. brucei phosphofructokinase | AID 485367 | O15648 | Potency, µM (series often up to 57.5 µM), for inactives: at the top dose activity, negative = inhibition, actives largely listed as inhibitors | T. brucei PFK, ADP-Glo luminescence | 330,000 tested, 0.17% active;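 also: potency is read from the fitted curve at half-maximal effect; 0% = uninhibited 1x PFK enzyme wells and -100% = no-enzyme wells; nearly all actives have a fitted effect of over 60% in size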
# Target sequence (O15648 whole entry, looked up): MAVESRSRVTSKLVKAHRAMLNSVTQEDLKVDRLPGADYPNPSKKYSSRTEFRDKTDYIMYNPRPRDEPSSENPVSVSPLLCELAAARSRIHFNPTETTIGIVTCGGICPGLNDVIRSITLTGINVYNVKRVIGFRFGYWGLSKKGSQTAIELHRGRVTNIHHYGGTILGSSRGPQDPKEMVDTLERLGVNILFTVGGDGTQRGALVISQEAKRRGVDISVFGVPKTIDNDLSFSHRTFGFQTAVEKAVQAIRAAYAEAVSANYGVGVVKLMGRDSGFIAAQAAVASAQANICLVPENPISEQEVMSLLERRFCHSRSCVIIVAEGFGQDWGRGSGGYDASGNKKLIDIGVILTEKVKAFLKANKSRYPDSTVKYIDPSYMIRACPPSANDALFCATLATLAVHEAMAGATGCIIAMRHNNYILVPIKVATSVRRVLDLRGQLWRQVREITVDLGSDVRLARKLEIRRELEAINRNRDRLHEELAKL
#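 ADP-Glo luminescence quantified ADP after 45 min at room temperature, with 1.25 nM T. brucei PFK, 0.1 mM ATP and 0.5 mM fructose-6-phosphate in pH 8.0 TEA buffer. qHTS titrations up to 57 µM; curves classified by quality.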
# TCR act: activates T cell receptor signaling; primary human leukocytes, anti-CD3, IL-2 HTRF, 48 h; Potency, µM (doses to about 9.22 µM), for inactives: at the highest dose activation of IL-2 secretion, hits mostly activators; 330,000 tested, under 10 active; also: % of control where 0% means no effect
#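 HTRF read-out of IL-2 secretion: europium cryptate donor excited at 320nm, d2 acceptor emission at 665nm. Cells were primary human leukocytes incubated 48 hr with compounds and a-CD3 beads, supplying TCR signal only.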
# PTAP TSG101 blk: blocks PTAP/TSG101 interaction to inhibit HIV-1 budding; Fluorescence polarization, FITC-PTAP peptide / Tsg101 binding; 340,000 tested, under 10 active; Q99816; Potency, µM (highest dose often 115 µM), without a hit: at the top dose activity change, negative = inhibition, most hits filed as inhibitors; active = well fitted inhibition curve with a large enough effect in the main read-out, with a control signal flat, not every such curve was filed as active; inconclusive = small, poorly fitted or top-dose-only effect, or effect the other way, or a change in a side signal; inactive = no such curve, though single readings can be large or run the other way; also: potency is read from the fitted curve at half-maximal effect; % of control where 0% means no effect
#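 FP read-out: FITC-PTAP peptide, 50 nM final, binding Tsg101 binding domain, 10 uM final; 20 min, r.t.; 10 mM HEPES pH 7.5, 0.15 M NaCl, 0.01% Tween 20, 3 mM EDTA, 0.1 mM TCEP.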
# USP2a inh: inhibitors of human ubiquitin-specific protease USP2a. O75604. USP2 core, Ub-CHOP2 coupled fluorogenic reporter, 485/531. Potency, µM (top dose mostly 38.3 µM), inactives show at the highest dose activity change, negative = inhibition, usual class: inhibitors. 330,000 tested, 0.01% active. AID 463254;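 also: potency is read from the fitted curve at half-maximal effect; plate controls were DMSO wells for no effect and full inhibition by NEM control for full effect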
#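 Deubiquitinase activity read as fluorescence (485/531 nm) after Ub-CHOP2 cleavage activates the enterokinase reporter on its substrate; USP2 core 10nM, Ub-CHOP2 and substrate 25nM each, 30min compound preincubation then 60min RT; data normalized to NEM, curves fitted.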
# uPA surface inh: blocks generation of uPA at the cell surface. cell surface uPA generation assay, qHTS. Potency, µM (series often up to 38.3 µM), without a hit: top-dose activity change, negative = inhibition, most hits filed as inhibitors. 330,000 tested, 0.31% active. AID 540303; active = well fitted inhibition curve with a large enough effect; inconclusive = small, poorly fitted or top-dose-only effect; inactive = no such curve, though single readings can be large or run the other way; tested in mouse RAW 264.7 cells; also: potency is read from the fitted curve at half-maximal effect; % is scaled to controls: 0 for no effect and ±100 for the full control effect; nearly all actives have a fitted effect of over 55% in size
# BCR signal inh: inhibitors of chronic active B-cell receptor signaling; ABC-DLBCL IkBa-CBG/CBR reporter, luminescence ratio, 4 h; Potency, µM (series often up to 46.1 µM), without a hit: at the top dose ratio change, negative = lower green/red ratio, most hits filed as inhibitors; 340,000 tested, 0.05% active; active = well fitted inhibition curve with a large enough effect in the signal ratio, with a control signal flat, not every such curve was filed as active; inconclusive = small, poorly fitted or top-dose-only effect, or effect the other way, or a change in a side signal; the % refers to the signal ratio;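 also: potency is read from the fitted curve at half-maximal effect; plate controls were basal doxycycline-induced cells for no effect and cells given 10 µM MG132 for full effect; MG132 reads +100%, hits lower the ratio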
#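 Doxycycline induced both beetle luciferases in TMD8 lymphoma cells; IKK-driven degradation limits the IkappaBalpha-fused green signal, while red luminescence normalises for cell number and nonspecific effects. Compounds tested up to 46 uM, 4 hrs.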
# Mito fusion yeast: blocks mitochondrial division or promotes mitochondrial fusion. S. cerevisiae fusion-defective mutant growth rescue, CellTiterGlo 48 h. Potency, µM (top dose mostly 46.1 µM), inactives show at the highest dose growth rescue (activation), hits mostly activators. 320,000 tested, 0.23% active. AID 485298;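 also: potency is read from the fitted curve at half-maximal effect; % of control where 0% means no effect; nearly all actives have a fitted effect of over 45% in size; temperature-sensitive fusion mutants such as fzo1-1 at 37 °C on non-fermentable ethanol glycerol medium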
#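 Growth-rescue viability read-out: after 48 h at the non-permissive 37C in glycerol/ethanol YPEG, yeast mitochondrial fusion mutants are measured by CellTiterGlo luminescence; compounds (23 nl pinned per well) restoring growth score as division inhibitors or fusion activators.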
# TSHR antagonist: human thyrotropin receptor antagonism; P16473; TSHR-expressing cells, TSH-stimulated cAMP HTRF, 2 h; hits give low values; activity change, negative = inhibition, % at 11.5 µM; 330,000 tested, 0.2% active;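 active = activity change below a set negative limit, meaning inhibition stronger than a set level, cut at about -70% in these data; inconclusive = activity change between two set negative limits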; also: % is scaled to controls: 0 for no effect and ±100 for the full control effect
#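 Inhibition of cAMP made by TSHR-expressing cells under TSH stimulation (4nM final, EC80; 2 h, 37 deg C) is quantified with a one-step lysis HTRF kit, anti-cAMP cryptate versus cAMP-d2.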
# * hit, by the source's call; ? = inconclusive; . = not tested or not shown; [ ] = remark or other dose. Unless noted, calls follow the shape of the dose curve; as a rule, active = well fitted curve in the direction sought with a large enough effect; inconclusive = small, poorly fitted or top-dose-only effect, or another doubt; inactive = no such curve, though single readings can be large; an effect the other way counts as inactive or inconclusive. Compounds were not picked by outcome; about 3% have a hit in one of these screens.
SMILES,B2AR arrestin,ELG1 repair inh,Eya2 inh,Tb PFK inh,TCR act,PTAP TSG101 blk,USP2a inh,uPA surface inh,BCR signal inh,Mito fusion yeast,TSHR antagonist
O=S1(=O)CCO[C@H]2Cc3ccccc3[C@H]2N1Cc1cccc(C(F)(F)F)c1,-0.7%,24%,4%,1%,-5%,-1%,-1%,-8%,14%,-3%,-14
O=C(CN(Cc1ccc(F)cc1)C(=O)CCC(=O)Nc1ccccn1)NCc1ccc(F)cc1,0.3%,-6%,-8%,3%,4%,2%,3%,0%,0%,-4%,-3
COc1cc(C(=O)N=C2SC3CS(=O)(=O)CC3N2c2ccccc2)cc(OC)c1OC (configuration not stated),-0.6%,9%,5%,-6%,-10%,-2%,6%,0%,-4%,-3%,6
C/C(=N\Nc1c([N+](=O)[O-])c(C)nn1C)c1ccc(F)cc1F,-0.1%,-6%,17%,4%,.,0%,-13%,1%,10%,-2%,16
Cc1ccc(S(=O)(=O)CCC(=O)OCC(=O)NCC(=O)Nc2c(C)cc(C)cc2C)cc1,-0.1%,14%,7%,-5%,-1%,-3%,1%,-17%,-20%,-1%,-4
O=C1C=C(O)C(n2cncn2)C(c2ccc(F)cc2)C1 (configuration not stated),-0.2%,11%,3%,2%,-9%,-1%,3%,1%,3%,-11%,18
CN(C)S(=O)(=O)c1cccc(C(=O)Nc2ccccc2[N+](=O)[O-])c1,-0.5%,10%,-7%,2%,2%[46.1 µM],0%,5%,-5%,-9%,-2%,14
Oc1ccccc1C1=NN(c2ccccc2)C(c2ccccc2)C1 (configuration not stated),-0.2%,?,-10%,0%,-4%,-1%,-9%,?,?,-54%[inhibitor],14
CCOC(=O)c1cc(C(=O)c2cc(Cl)ccc2O)coc1=N,0.1%,-3%,-11%,-4%,-7%,0%,1%,2%,-2%,-1%,-22
COc1ccc(N(Cc2cc3ccccc3[nH]c2=O)S(C)(=O)=O)cc1,-2.0%,5%,-1%,3%,0%[46.1 µM],-2%,0%,2%,?,3%,-1
COc1cc(C(=O)NCCCn2ccnc2)cc(OC)c1OC,-0.1%,11%,-16%,1%,2%,-2%,10%,2%,0%,0%,-10
Cc1ccc(NC(=O)CSc2nnc(CNC(=O)c3cccs3)o2)cc1,-0.2%,7%,-2%,3%,12%,-5%,4%,14%,?,5%,1
O=C(CSC1=NC(=O)C(Cc2ccccc2)C(=O)N1)NC1CCCCC1 (configuration not stated),-0.1%,18%,-18%,-9%,-1%,-1%,-1%,0%,?,0%,4
COc1cccc(N(CC(=O)NCC2CCCO2)C(=O)CCC(=O)Nc2nccs2)c1 (configuration not stated),4.1%,-3%,1%,-7%,-1%,-1%,-1%,0%,-1%,3%,-7
COc1ccc(C(=O)C2CCCN(C(=O)CCC3=NNC(=O)CC3)C2)c(C)c1 (configuration not stated),0.2%,-10%,1%,-2%,-2%,0%,3%,-1%,1%,-1%,-17
COc1ccc(CCN(C)CC(O)COc2ccc(C(C)=O)cc2OC)cc1OC (configuration not stated),-0.6%,-1%,3%,-5%,-6%,0%,-1%,-3%,9%,-2%,-14
CS(=O)(=O)N(CC(=O)NCc1ccncc1)c1cc(Cl)cc(Cl)c1,-0.2%,-11%,-4%,-1%,-7%,-5%,0%,0%,-2%,2%,-4
Cc1c(NC(=O)C(=O)/C=C(/O)c2ccccc2)c(=O)n(-c2ccccc2)n1C,0.4%,?,-4%,-7%,-1%[46.1 µM],0%,4%,0%,?,-5%,-4
O=C(CCN1CCCCC1)Nc1ccc(Br)cc1,0.0%,22%,-4%,1%,4%[46.1 µM],0%,-1%,4%,10%,-6%,15
Cc1ccc2nc(-c3ccc(Br)o3)oc(=O)c2c1,0.0%,12%,1%,2%,.,-5%,-2%,.,?,1%,-15
Cc1ccc(C)c2c1sc(=NC(=O)CN1C(=O)CCC1=O)n2C,0.0%,2%,-11%,-2%,7%,-6%,1%,4%,?,5%,4
CN(CC(=O)Nc1ccc(F)cc1)C(=O)c1cc(-c2ccco2)nc2ccccc12,0.0%,?,-1%,-24%,11%,-5%,-2%,5%,0%,-2%,5
Cc1ccc(S(=O)(=O)N(C)C)cc1NC(=S)NC(C)CCC(C)C (configuration not stated),-0.3%,-4%,0%,-3%,2%[46.1 µM],-4%,5%,5%,-4%,-8%,-5
CCOc1ccc(Cl)cc1S(=O)(=O)N1CCC(C(=O)NCc2cccnc2)CC1,-0.6%,8%,5%,0%,-6%,-1%,1%,2%,-2%,10%,7
CCCCn1c(N)c(N(CCOC)C(=O)c2ccc(C)c(S(=O)(=O)N3CCOCC3)c2)c(=O)[nH]c1=O,-1.3%,7%,-10%,5%,10%,-8%,-2%,7%,10%,-1%,1
O=C(CSc1nc(-c2ccccc2)nc2ccc(F)cc12)Nc1cccc(C(=O)O)c1,-0.4%,-9%,7%,2%,-5%,-1%,-2%,-18%,-1%,17%,-17
COc1ccccc1N1CCN(C(=O)C2CCC(CNS(=O)(=O)c3ccc(NC(C)=O)cc3)CC2)CC1 (configuration not stated),-0.2%,?,3%,0%,3%,-7%,0%,-4%,-5%,5%,1
CCOc1ccc(Oc2ccc(C(F)(F)F)cc2NC(=O)C2=COCCO2)cc1,-1.8%,-9%,-5%,1%,.,-4%,0%,4%,1%,1%,3
N=C1C(c2ccccc2)=C(O)CN1c1cccc(S(=O)(=O)NCc2ccco2)c1,0.0%,?,-9%,6%,-1%,-3%,3%,2%,-2%,3%,-4
O=C(Nc1ccc(OCC(=O)N2CCOCC2)cc1)c1cccc(Cl)c1,-0.4%,?,-5%,2%,-2%,-3%,0%,-4%,?,1%,-5
CC(C)C(=O)N1CCC2(CC1)Oc1ccc(F)cc1C(=O)C21CC(c2cccnc2)=NO1 (configuration not stated),-0.2%,-3%,4%,2%,.,.,8%,.,-6%,-8%,4
COc1cccc(C(=O)Nc2cccc(C(C)=O)c2)c1,3.9%,?,2%,-13%,-5%[46.1 µM],2%,-1%,-8%,0%,-24%,23
COc1ccccc1NC(=O)/C=C/c1ccc(OC)c(S(=O)(=O)N2CCOCC2)c1,0.2%,8%,-7%,1%,-37%,-8%,1%,4%,-2%,2%,4
CCCCC(=O)NC(c1cccs1)c1cc(Cl)c2cccnc2c1O (configuration not stated),0.1%,?,-25%,2%,2%,0%,8%,?,17%,-2%,20
CC(=O)c1ccc(N2CCN(C(=O)c3cc(-c4cccnc4)nc4ccc(Br)cc34)CC2)cc1,-0.1%,16µM*,-4%,3%,-1%,-4%,2%,-6%,0%,12%,2
COc1cccc(CC(=O)OCC(=O)NC2(C#N)CCCCC2)c1,-0.3%,13%,19%,-5%,7%,1%,2%,23%,2%,-2%,0
COC(=O)c1cc(NC(=O)C2COc3ccccc3O2)cc(C(=O)OC)c1 (configuration not stated),-0.2%,?,19%,-7%,-3%,-2%,3%,.,?,?,-8
COc1ccc(CCNC(=O)c2coc(=O)c(Br)c2)cc1,0.1%,?,-2%,-1%,-6%,0%,1%,?,?,-38%[inhibitor],-13
Cc1ccc(SCC(=O)NCCN2C(=O)CSC2=O)cc1C,0.4%,0%,3%,-3%,-2%,-6%,3%,-3%,4%,1%,-3
COc1ccc([C@H]2[C@@H](C#N)[C@H](C#N)N3CCCN23)cc1,-2.4%,-1%,-22%,-1%,-1%[46.1 µM],-11%,-3%,0%,5%,-3%,-8
COc1ccc(COc2cc(-c3cccc(OC)c3)nc3ccc(NC(C)=O)cc23)cc1,-1.3%,?,-2%,0%,-3%,-8%,0%,3%,-6%,-2%,10
CCOC(=O)C1C(=O)CC(C)(O)C(C(=O)OCC)C1c1ccc(Br)o1 (configuration not stated),-0.1%,3%,-12%,4%,-3%,-5%,1%,6%,13%,12%,4
CN(C)c1ccc(Nc2cc(Cl)ncn2)cc1,0.3%,?,-12%,-8%,2%,-4%,0%,-5%,2%,-4%,-8

# From PubChem
